PglD DTNB: PglD (C. jejuni) enzyme inhibition. purified PglD enzyme, DTNB colorimetric CoA detection. inhibition, % at 12.5 µM. 360,000 compounds, 0.098% hits; in the data active means inhibition above about 16%, passing the limit was not always enough; inconclusive means no clear call, values can overlap the other calls; further: strong numbers were not always called active
EWS-Fli inh: inhibitors of EWS/Fli oncoprotein transcriptional activity; A673 NR0B1-luciferase reporter, viability-normalised; inhibition, % at 12.6 µM; 350,000 compounds, 0.67% hits;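 active means mean inhibition of at least 50% after viability correction, with every replicate also passing that limit; inconclusive means mean reaches 50% but only one of two replicates passes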;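 further: firefly luciferase signal divided by Alamar Blue viability fluorescence both relative to DMSO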
PGC1a acetyl inh: modulators of PGC1a acetylation; AID 651687; 350,000 compounds, 0.17% hits; inhibition, % at 15.6 µM; U2OS PGC1a acetylation, AlphaScreen anti-acetyl-lysine; with virally co-expressed GCN5 acetyltransferase;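 active means every replicate shows inhibition of at least 40%; inconclusive means mean inhibition at least 40% but some replicate below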;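 further: 0% = neutral control wells and 100% = positive control wells; some results beyond the cut were filed as inactive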
S100A4 MyoIIA: blocks human S100A4 binding to myosin IIA peptide | P26447 | S100A4/TAMRA-MyoIIA peptide fluorescence polarization | inhibition, % at 10.7 µM | 360,000 compounds, 0.14% hits;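 active means mean inhibition of at least 70% across replicates, with every replicate also reaching that level; inconclusive means mean inhibition reaches 70% but some replicates fall short; inactive means mean inhibition below 70%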
Target sequence (P26447 whole entry, looked up): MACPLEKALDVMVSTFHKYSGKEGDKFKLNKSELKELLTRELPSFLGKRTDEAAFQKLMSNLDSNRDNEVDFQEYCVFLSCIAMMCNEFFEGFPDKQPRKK
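incubation = readout 5 min after mixing, signal stable up to 60 min | system = S100A4 monomer protein | buffer or medium = HEPES pH 7.2 with CaCl2, KCl, NaCl, DTT, Triton | benchmarks = neutral control DMSO, positive control TFP | also added = fluorescent myosin IIA peptide, 5 nM | compound dosing = one concentration per compound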
LGR2 antag: inhibitors of bursicon-induced Drosophila LGR2 receptor cAMP signaling; HEK293 LGR2, CRE-luciferase, bursicon-stimulated, 4 h; inhibition, % at 9.99 µM; 380,000 compounds, 0.35% hits; AID 720647;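 active means drop in luminescence signal, shown as inhibition above about 50% in the replicate tests, limit read from the data, passing the limit was not always enough; inconclusive means probably only some replicates passing the limit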;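 further: agonist challenge used bursicon conditioned medium at about half maximal strength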
PAX8 reporter: lowers PAX8-driven luciferase in RMG-I cells; RMG-I TPO-luciferase reporter, SteadyGlo, 24 h; inhibition, % at 12.6 µM; 360,000 compounds, 1.2% hits;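 active means mean replicate inhibition at least 60% with every replicate also reaching 60%; inconclusive means only one of the two criteria is met; inactive means mean below 60% and not all replicates reaching 60%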;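 further: luciferase light reporting Pax8 driven TPO promoter activity; plate controls were median of neutral control wells for no effect and mitoxantrone controls for full effect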
FN deposition inh: fibronectin deposition inhibition; AH1F fibroblasts, Alexa488-fibronectin deposition fluorescence, overnight; inhibition, % at 12.6 µM; 350,000 compounds, 0.086% hits;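 active means mean inhibition across replicates of 30% or more, regardless of how many single replicates reach that level; inconclusive means mean under 30% yet at least half of replicates reach 30%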;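 further: positive control wells lacked labelled fibronectin entirely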
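Measured by – fluorescence 485/525 nm · System – AH1F fibroblast monolayer, labelled fibronectin deposition · Amount – 10000 cells per well · Buffer or medium – serum-reduced DMEM (2% serum) · Doses – single dose, pinned · Also added – fluorescent fibronectin at 24 nM final · Schedule – 1 h cell attachment, overnight exposure to compound and label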
ERAP1 HTS inh: inhibitors of human ERAP1 aminopeptidase; Q9NZ08; recombinant ERAP1, Leu-AMC fluorescence, 60 min; inhibition, % at 10.7 µM; 340,000 compounds, 0.15% hits;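 active means mean replicate inhibition of at least 30%, or all replicates individually reaching that 30% level; inactive means mean below 30% and not every replicate reaching it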;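 further: 0% = neutral control wells and 100% = L-leucinethiol positive control wells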
Target sequence (Q9NZ08 whole entry, looked up): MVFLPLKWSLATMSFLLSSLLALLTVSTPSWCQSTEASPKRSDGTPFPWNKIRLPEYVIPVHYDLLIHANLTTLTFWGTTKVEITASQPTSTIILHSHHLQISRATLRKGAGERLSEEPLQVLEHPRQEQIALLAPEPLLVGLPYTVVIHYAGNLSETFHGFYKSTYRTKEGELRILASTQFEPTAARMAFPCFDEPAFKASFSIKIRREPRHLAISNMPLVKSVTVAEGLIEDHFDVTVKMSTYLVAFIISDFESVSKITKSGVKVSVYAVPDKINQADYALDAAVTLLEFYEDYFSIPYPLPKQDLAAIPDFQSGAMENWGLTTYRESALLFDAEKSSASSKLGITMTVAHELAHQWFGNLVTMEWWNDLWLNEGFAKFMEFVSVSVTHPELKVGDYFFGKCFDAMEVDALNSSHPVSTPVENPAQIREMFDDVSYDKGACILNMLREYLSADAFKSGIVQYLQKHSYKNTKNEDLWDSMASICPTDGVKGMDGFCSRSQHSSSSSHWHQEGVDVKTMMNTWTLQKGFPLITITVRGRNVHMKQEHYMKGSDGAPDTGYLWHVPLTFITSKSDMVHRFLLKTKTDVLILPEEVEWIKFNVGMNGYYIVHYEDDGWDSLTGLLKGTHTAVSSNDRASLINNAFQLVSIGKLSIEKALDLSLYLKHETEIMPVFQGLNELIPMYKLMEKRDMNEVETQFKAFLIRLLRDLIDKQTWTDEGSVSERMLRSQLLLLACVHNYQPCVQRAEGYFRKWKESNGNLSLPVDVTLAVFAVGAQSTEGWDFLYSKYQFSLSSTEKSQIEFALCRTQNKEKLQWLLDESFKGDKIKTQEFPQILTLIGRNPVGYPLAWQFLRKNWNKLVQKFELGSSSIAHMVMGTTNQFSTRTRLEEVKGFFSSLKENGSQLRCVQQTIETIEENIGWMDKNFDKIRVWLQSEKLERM
Numbers without * were called inactive; ? = inconclusive; nt = no result given; & = joins results of further samples.

SMILES	S100A4 MyoIIA	PGC1a acetyl inh	EWS-Fli inh	ERAP1 HTS inh	PAX8 reporter	LGR2 antag	FN deposition inh	PglD DTNB
C/C=C/c1ccc([C@@H]2[C@@H](CO)N(C(=O)CN(C)C)C23CN(C(=O)C2CCC2)C3)cc1	-5	-3	-1	-1	-1	1	1	nt
CCc1ccc(-c2cc(C)no2)cc1S(=O)(=O)N1CCN(c2ccccc2F)CC1	-4	-16	8	1	-8	-10	4	-2
CCCCOc1ccc(/C=C2/Sc3ccccc3C2=O)cc1	5	4	nt	8	-2	-48	-3	-3
OC[C@@H]1[C@H](c2ccc(Br)cc2)[C@H]2CN(Cc3ccccn3)CCCCN12	-7	-17	-12	1	6	12	nt	1
O=C(C#Cc1ccccc1)c1ccc([N+](=O)[O-])cc1	nt	-17	nt	nt	11	nt	-3	-1
Fc1ccc(Oc2ccc3nnc(C(F)(F)F)n3n2)cc1	4	4	2	1	-15	10	-2	-8
C1=CC2CC1CC2CN1CCN(c2ccccc2)CC1 (centres undefined)	-3	3	14	1	nt	1	nt	-1
Cc1cc(C(=O)CSc2nncn2C)c(C)n1-c1ccccc1	-3	nt	13	8	-15	-15	2	nt
CC=Cc1ccc2n(c1=O)C[C@@H]1[C@@H](CO)[C@H](C(=O)NCC)N(C(=O)C3CCOCC3)[C@H]21 (mixture of isomers)	22	nt	-1	-2	nt	-14	nt	0
CCCN(C(=O)CSCc1c(C)noc1C)c1c(N)n(Cc2ccccc2)c(=O)[nH]c1=O	-15	nt	-1	0	-2	12	-3	0
Cc1ccnc(NC(=O)c2ccc(S(=O)(=O)N3CCC(C)CC3)cc2)c1	-1	nt	-16	0	-118	-19	-3	nt
C[C@@H]1CN([C@@H](C)CO)C(=O)c2cc(/C=C/c3ccccc3)cnc2O[C@H]1CN(C)C	0	-9	-10	0	nt	-7	9	-1
Cc1ccccc1Cn1ccc(NC(=O)c2nn3cccnc3c2Cl)n1	-7	1	-60	3	-42	-19	-1	nt
CCN1CCN(S(=O)(=O)c2ccc(Cl)c(C(=O)NCCOc3ccc(C)cc3)c2)CC1	-5	nt	7	-3	9	-3	-7	-3
CO[C@H]1CC[C@@H]2CCOc3c(C#N)cccc3C(=O)N(C)C[C@@H](OC)[C@H](C)C(=O)N(C)C[C@@H]1O2	18	nt	2	-4	6	19	1	0
CCOc1ccc(C(=O)NCC(=O)N2CCC(C)CC2)cc1OCC	-1	8	-1	-2	9	-7	2	-6
Cc1cccc(S(=O)(=O)N2C[C@@H]3[C@H](c4ccccc42)[C@H](CO)N3C(=O)CC2CC2)c1	8	-2	-8	0	-3	5	nt	0
CC(C)Oc1ccc(N2CC(C(=O)NC3=NCCS3)CC2=O)cc1 (centres undefined)	6	nt	6	-3	-9	12	-7	nt
O=C(/C=C/c1ccc(Cl)c([N+](=O)[O-])c1)Nc1cccnc1	nt	-5	nt	nt	-6	nt	3	3
C[C@H](CO)N1C[C@H](C)[C@@H](CN(C)Cc2ccc(C(=O)O)cc2)Oc2ccc(NC(=O)Nc3cccc4ccccc34)cc2CC1=O	10	6	1	-14	3	-11	7	-2

Remaining list, next part
SMILES	S100A4 MyoIIA	PGC1a acetyl inh	EWS-Fli inh	ERAP1 HTS inh	PAX8 reporter	LGR2 antag	FN deposition inh	PglD DTNB
C(=N\c1nc2ccccc2n1CCN1CCCCC1)/c1ccc2c(c1)OCO2	nt	17	nt	nt	4	nt	13	1
CCS(=O)(=O)N1CCC(C(=O)NCCc2ccc(OC)c(OC)c2)CC1	-19	-1	2	-1	nt	-17	nt	1
Cn1c(SCC(=O)c2ccc(O)c(O)c2)nnc1-c1cccs1	13	1	9	-2	9	-6	-2	nt
CCCCOc1ccc(Cc2c(O)nc(SC)[nH]c2=O)cc1	6	7	8	0	10	7	-9	6
CC(C)NC(=O)N1CC(c2ccccc2)C(c2ccc(Cl)cc2)=N1 (centres undefined)	-6	nt	11	-3	-4	-19	8	-6
O=C(CCNC(=O)N1CCn2c1nc1ccccc12)NCc1ccccc1	-5	nt	-2	-1	4	-14	4	-1
CN(C)CCCn1cnc2c(c1=N)C(c1ccccc1)c1ccc3ccccc3c1O2 (centres undefined)	-4	37	?	-7	50	6	2	-13
O/N=C\c1cnc(N2CCN(c3ccccc3)CC2)s1	-8	-10	-12	-3	-128	-61	8	-5
COC(=O)c1cccc(C(=O)N2CCCC(C(=O)c3cc(F)ccc3F)C2)c1 (centres undefined)	-11	nt	7	nt	-10	1	12	nt
CCOc1ccc(NC(=O)C2CCCN(c3c(CC)c(C)nc4ncnn34)C2)cc1 (centres undefined)	-3	5	nt	8	18	-16	7	3
CC(=O)NS(=O)(=O)c1ccc(NC(=O)CCC(=O)Oc2ccc(C)cc2)cc1	-10	nt	12	3	-18	-5	0	1
Cc1ccc(NC(=O)c2c([N+](=O)[O-])c(C(C)(C)C)nn2C)c(C)c1	0	nt	-6	1	128*	-5	9	nt
O=C(C[C@H]1C=C[C@@H](NC(=O)Cc2cccnc2)[C@@H](CO)O1)NCc1ccc2c(c1)OCO2	40&1	-16	0&-3	-4	24&-13	-22&-2	4&-9	2
O=C(NC1CCCCC1)N1CC(=O)N2[C@H](CO)[C@@H](c3ccc(/C=C/c4ccccc4)cc3)[C@H]2C1	-4	-8	7	0	-20	13	-12	nt
CCOC(=O)C1=C(C)NC(=O)NC1c1ccc(OC(=O)c2ccco2)c(OC)c1 (centres undefined)	-1	nt	-2	14	nt	-8	nt	nt
Cn1ccc2c(N3CCOCC3)cc3c(c21)C1CCC3O1 (centres undefined)	24	12	-9	-2	5	-9	-4	-1
O=C(CCN1CCCCC1)Nn1c(=S)[nH]c2ccccc2c1=O	nt	4	nt	nt	7	nt	-5	4
O=C(NCc1cccnc1)C1CCN(S(=O)(=O)N2CCC3(CC2)OCCO3)CC1	2	5	3	10	nt	17	nt	1
Cc1ccc(NC(=O)c2ccc(Cl)c(S(=O)(=O)N3CCCC3)c2)nc1	5	1	2	-1	-23	24	8	2
COc1cc(/C=N\NC(=O)c2ccc(C)nc2)ccc1OC(=O)c1cccc(F)c1	-3	2	-11	2	-10	-17	0	29*

The listing continues.
SMILES	S100A4 MyoIIA	PGC1a acetyl inh	EWS-Fli inh	ERAP1 HTS inh	PAX8 reporter	LGR2 antag	FN deposition inh	PglD DTNB
COc1ccc(CCNC(=O)c2ccc(CS(=O)(=O)c3ccc(Cl)cc3)o2)cc1OC	nt	-13	nt	nt	nt	0	0	3
CC(C)NC(=O)N(C)C[C@@H]1Oc2cc(-c3cccnc3)ccc2S(=O)(=O)N([C@H](C)CO)C[C@H]1C	-31	8	0	-4	nt	-18	-15	0
O=C(Nc1nc2c(Br)cc(Br)cc2c(=O)s1)c1ccco1	12	nt	-5	1	8	2	-12	1
C[C@H]1CN([C@@H](C)CO)C(=O)c2cc(NC(=O)Nc3ccccc3)ccc2O[C@@H]1CN(C)C(=O)Nc1ccc(F)cc1	22	4	-1	1	-1	8	0	7
O=C(CSc1nnc(-c2ccc(F)cc2)o1)N1CCCC1	-1	7	-66	-3	-129	-28	-2	6
Cc1ccc(C(=O)OCC(=O)Nc2cccc(S(=O)(=O)N3CCCCC3)c2)o1	-3	-2	7	7	5	-5	-4	-2
C[C@H]1CN([C@@H](C)CO)C(=O)c2cc(NC(=O)Nc3cccc4ccccc34)ccc2O[C@@H]1CN(C)Cc1ccc(C(=O)O)cc1	9	-7	6	-1	3	-20	nt	-2
C[C@H]1CN([C@@H](C)CO)C(=O)c2cccc(NC(=O)Nc3ccc4c(c3)OCO4)c2O[C@@H]1CN(C)Cc1ccc(Oc2ccccc2)cc1	-5	-5	-11	0	nt	4	nt	-10
COCCNC(=O)C1(C)CCCN(C(=O)c2cc(OC)c(OC)c(OC)c2)C1 (centres undefined)	-6	-1	-6	-4	8	-1	nt	0
COc1cccc(NC(=O)COc2cc(O)c3c(c2)OC(C)(C)CC3=O)c1	2	-17	-82	5	nt	nt	nt	-1
CC1(C(=O)Nc2ccccc2F)CCN1C(=O)Cc1ccc(-c2ccccc2)cc1 (centres undefined)	-11	3	12	-5	22	7	-11	3
CCC/C(O)=C1\C(=O)CC(c2ccccc2)CC1=NC(C)C(=O)O (centres undefined)	-1	9	1	0	8	12	5	-1
O=C(OCc1cncs1)c1ccccc1Cl	-5	-2	6	0	5	nt	0	2
Cc1ccc(NC(=O)C(C)OC(=O)c2n[nH]c3ccccc23)cc1 (centres undefined)	-10	nt	-51	2	-39	-7	1	-5
COc1ccc2c3c([nH]c2c1)[C@@H](CO)N(Cc1ccncc1)CC31CCN(C(=O)Cc2ccncc2)CC1	-1	nt	-8	1	4	6	nt	nt
COc1cc(NC(=O)CN2CCN(CC(=O)Nc3ccccc3OC)CC2)cc(OC)c1	-1	-1	0	0	16	1	12	0
CC(C)NC(=O)N[C@@H]1CC[C@@H](CCN)O[C@@H]1CO	11	-6	-5	-3	-5	13	-9	-6
O=C(Cn1c(C(F)(F)F)nc2ccccc21)N/N=C/c1ccco1	-4	5	3	1	-4	4	3	nt
CCOc1cccc(C(c2c(C)n(C)n(-c3ccccc3)c2=O)c2c(C)n(C)n(-c3ccccc3)c2=O)c1OC	3	nt	15	2	24	7	-6	4
O=C(NC(=S)Nc1ccccn1)c1cncc(Br)c1	1	nt	-4	1	-86	-39	-5	nt

Additional entries follow:
SMILES	S100A4 MyoIIA	PGC1a acetyl inh	EWS-Fli inh	ERAP1 HTS inh	PAX8 reporter	LGR2 antag	FN deposition inh	PglD DTNB
CCOC(=O)/C(C#N)=N/Nc1ccccc1C#N	-6	5	4	nt	12	-12	-1	1
S=C(Nc1ccccc1Cl)N1CCC(c2ccccc2)C1 (centres undefined)	-19	4	-51	2	-52	-49	2	nt
O=C(COC(=O)c1ccc2ncsc2c1)NCc1cccc(Cl)c1	4	2	-37	2	-45	-10	7	-1
O=C(NCc1ccc(Cl)cc1)C1CCCN(C(=O)c2ccc(Cl)cc2)C1 (centres undefined)	0	-3	-1	-5	6	nt	16	2
CC(C)(C)OC(=O)C[C@@H]1C/C=C\C[C@@H](CC(=O)N[C@H](CO)Cc2ccccc2)C(=O)NCCOC1=O	1	0	-6	2	-14	nt	-5	1
COc1cc(OC)c(OC)cc1/C=C/c1ccnc2ccccc12	-11	6	26	-3	23	10	17	nt
CCN(Cc1ccc(OC)c(F)c1)C(=O)/C=C/c1ccc(S(=O)(=O)N2CCOCC2)cc1	6	5	11	0	23	-14	1	2
O=S(=O)(c1cccc(-c2cn3ccccc3n2)c1)N1CCCCC1	-5	2	-12	1	0	-21	7	-13
CCCC(C)c1nnc(NC(=O)c2cc(C(=O)OC)cc([N+](=O)[O-])c2)s1 (centres undefined)	7	13	-6	1	nt	5	nt	2
N#Cc1cc(Sc2ccccn2)c([N+](=O)[O-])cc1C#N	-4	1	12	6	23	3	-11	4
Cc1noc(C)c1S(=O)(=O)Nc1ccc2c(c1)C(=O)N([C@H](C)CO)C[C@@H](C)[C@@H](CN(C)Cc1ccc(C(F)(F)F)cc1)O2	8	-5	4	-2	15	12	-4	-1

Screens deposited in PubChem by Broad Institute.

Hits appear at their usual frequency. About 2.1% of those tested had a hit in this group.
